Source: PubChem (several laboratories)
PABP1 MLLE inh: inhibitors of microRNA-mediated deadenylation, human PABP1 MLLE binding; GST-MLLE / FITC-PAM2 fluorescence polarization; inhibition, % at 20 µM; 360,000 tested, 0.36% active; P11940; AID 588489; in the data active = inhibition above about 35%, passing the limit was not always enough;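 also: plate controls were DMSO wells with GST-MLLE for no effect and wells lacking GST-MLLE protein for full effect; some results filed as inactive read as strong as hits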
eLon inh: inhibits E. coli Lon protease; P0A9M0; purified E. coli Lon protease, fluorescence polarization; inhibition, % at 7.94 µM; 360,000 tested, 0.42% active; AID 602123; in the data active = inhibition above about 13%, passing the limit was not always enough;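 also: 0% = enzyme with probe and DMSO and 100% = no enzyme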
Target sequence (P0A9M0 whole entry, looked up): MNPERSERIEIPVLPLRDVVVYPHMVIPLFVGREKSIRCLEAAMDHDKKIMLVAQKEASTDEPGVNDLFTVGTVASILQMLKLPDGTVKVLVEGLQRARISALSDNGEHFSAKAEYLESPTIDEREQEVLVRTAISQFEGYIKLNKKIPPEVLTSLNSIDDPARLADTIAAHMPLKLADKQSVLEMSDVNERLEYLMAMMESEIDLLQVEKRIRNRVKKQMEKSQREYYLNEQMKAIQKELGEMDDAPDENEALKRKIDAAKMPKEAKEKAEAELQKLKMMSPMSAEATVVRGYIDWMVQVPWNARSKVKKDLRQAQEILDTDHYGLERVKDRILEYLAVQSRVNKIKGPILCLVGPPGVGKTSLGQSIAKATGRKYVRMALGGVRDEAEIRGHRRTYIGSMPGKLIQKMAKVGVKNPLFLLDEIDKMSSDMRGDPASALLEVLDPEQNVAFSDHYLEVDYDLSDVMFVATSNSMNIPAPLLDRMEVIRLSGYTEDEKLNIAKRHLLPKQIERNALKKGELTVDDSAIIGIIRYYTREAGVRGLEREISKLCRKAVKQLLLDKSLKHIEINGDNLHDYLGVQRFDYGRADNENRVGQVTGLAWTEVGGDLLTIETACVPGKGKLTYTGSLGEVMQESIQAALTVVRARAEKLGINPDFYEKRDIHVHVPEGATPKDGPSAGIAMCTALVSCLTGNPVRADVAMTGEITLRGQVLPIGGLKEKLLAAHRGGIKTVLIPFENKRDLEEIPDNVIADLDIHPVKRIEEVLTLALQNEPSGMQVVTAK
FAS-TE inh: inhibitors of human fatty acid synthase thioesterase domain; recombinant FAS-TE, OMFH fluorogenic substrate, fluorescence endpoint; 360,000 tested, 0.67% active; inhibition, % at 15 µM; P49327; AID 602261;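 active = compounds whose normalised, plate-corrected inhibition of enzyme fluorescence in the single-dose primary screen is 50% or more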;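 also: 0% = DMSO with enzyme and 100% = substrate without enzyme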
SKN-1 block: C. elegans SKN-1 inhibition; C. elegans VP596 Pgst-4::GFP/RFP ratio, acrylamide-induced, 24 h; inhibition, % at 21.8 µM; 360,000 tested, 0.49% active; AID 624304;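 active = interference check ratio from 0.5 to 1.5 plus GFP to RFP signal ratio inhibition reaching or exceeding a fixed threshold, cut at about 30% in these data, passing the limit was not always enough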; also: some compounds called inactive have numbers as strong as hits
MT1-MMP act inh: blocks activation of human MT1-MMP; 360,000 tested, 0.061% active; GFP/RFP ratio change, % at 20 µM; HT1080 RFP-PRO-GFP cells, GFP/RFP ratio fluorescence, overnight; percent of plate control window, DMSO zero; P50281;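 active = GFP/RFP ratio change of at least 30% with cell ATP level not reduced by more than half and red fluorescence within 50% of control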; also: strong numbers were not always called active
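Test system: HT1080 RFP-PRO-GFP cells; Benchmarks: DMSO and RFP-L50D-GFP cell wells; Timing: cells overnight before dosing, compound overnight, 37 °C, 5% CO2; Compound: one 20 µM compound dose with 1% DMSO; Read-out: GFP/RFP fluorescence ratio.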
Rin1-Abl PPI inh: human Rin1-Abl interaction inhibition. P00519+Q13671. TR-FRET Rin1/Abl binding, biochemical. inhibition, % at 7.35 µM. 360,000 tested, 0.4% active; in the data active = inhibition above about 5%, passing the limit was not always enough
Neddyl block: blocks human cullin neddylation; AID 651699; calls only at 25 µM; P61081+Q13564; 360,000 tested, 0.58% active; TR-FRET cullin neddylation, biochemical; in the data active = inhibition above about 36%
CendR NRP1 mod: modulators of CendR peptide binding to human neuropilin-1; 360,000 tested, 0.85% active; inhibition, % at 25 µM; O14786; FAM-RPARPAR peptide binding to NRP-1, fluorescence polarization;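 active = inhibition or corrected inhibition above about 18%, plus a signal ratio from 0.5 to 1.5, limit read from the data, passing the limit was not always enough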; also: strong numbers were not always called active
bovine MsrA act: bovine methionine sulfoxide reductase A activation; activation, % at 10.6 µM; purified bovine MsrA, absorbance read-out; AID 602163; 360,000 tested, 0.3% active; in the data active = activation above about 7.5%;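 also: 0% = vehicle and 100% = reference activator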
Starred values were filed as active, the others as inactive; i = inactive; x = no result given; & = joins results of further samples. Not all compounds are listed; rates above refer to the full screens.

cpd	molecule	PABP1 MLLE inh	eLon inh	FAS-TE inh	SKN-1 block	MT1-MMP act inh
1	CCc1ccc(CNCCc2c[nH]c3ccccc23)cc1	-14	-5	-4	1	3
2	COc1ccc(OCC(=O)N2CCN(Cc3ccc4c(c3)OCO4)CC2)cc1	8	14	-1	-5	-1
3	N#CCCn1cc(C(=O)NCc2ccccc2)c(-c2ccccc2)n1	5	0	-9	-1	1
4	CC(=O)O[C@H]1C(=O)[C@@]2(C)C([C@H](OC(=O)c3ccccc3)[C@]3(O)C[C@H](O)C(C)=C1C3(C)C)[C@]1(OC(C)=O)CO[C@@H]1C[C@H]2O (stereo not given in full)	-11	-4	-5	6	5
5	O=C(O)CC[N+](=O)[O-]	-14	-5	-6	-2	-2
6	Cc1nc2cc(-c3ccc(Cl)cc3)nn2c(C)c1CCC(=O)N1CCC2(CC1)OCCO2	-8	-4	3	7	5
7	O=C1C(c2ccccc2)=C(N2CC2)c2ccccc21	6	-10	9	5	4
8	CN1CCN(c2ccc(N)cc2Cl)CC1	-30	-8	-6	-3	-2

cpd	Rin1-Abl PPI inh	Neddyl block	CendR NRP1 mod	bovine MsrA act
1	3	i	14	-2
2	6	i	13	3
3	-1	i	3	-3
4	1	i	5	-3
5	-5	i	5	-5
6	-6	x	1	-1
7	-7	i	0	-5
8	4	i	-33	-8

Next part
cpd	molecule	PABP1 MLLE inh	eLon inh	FAS-TE inh	SKN-1 block	MT1-MMP act inh
9	CCCCn1c(O)c(C(CC)=Nc2ccc(C(=O)O)cc2)c(=O)[nH]c1=O	-3	-13	-1	8	-8
10	Cn1cc(C(=O)NC2CC2)c2ccccc21	-3	0	-5	1	-2
11	C#C[C@]1(O)CCC2C3C(CC[C@@]21C)[C@@]1(C)CC[C@@H](O)CC1=C[C@H]3O (stereo not given in full)	-9	-2	-5	11	3
12	O=c1c2ccccc2nc(-c2ccccc2)n1-c1ccccc1O	-1	-10	-8	5	-5
13	COC(=O)C1=C(c2ccc(OC)c(OC)c2)C[C@@H]2CC[C@H]1N2C(=O)NC1CC1	-7	8	-7	3	1
14	C=CCNC(=O)c1c(N)n(CCN2CCOCC2)c2nc3ccccc3nc12	8	-4	-3	17	7
15	C1=C(c2c[nH]c3ccccc23)CCN(Cc2ccccc2)C1	-14	1	0	3	-10
16	COc1ccc(-c2cc(=NCCCCCC(=O)O)c3cc(C)ccc3o2)cc1	2&6	-24&16	-5&-3	-13&5	5&6

cpd	Rin1-Abl PPI inh	Neddyl block	CendR NRP1 mod	bovine MsrA act
9	1	i	-7	1
10	1	i	6	3
11	1	i	-8	-2
12	-1	i	-15	-2
13	1	i	0	-1
14	-1	x	-15	-4
15	-1	i	-7	-2
16	-1&-6	i	10&-6	-8&-13

(cont.)
cpd	molecule	PABP1 MLLE inh	eLon inh	FAS-TE inh	SKN-1 block	MT1-MMP act inh
17	CCC(CO)Nc1ccc([N+](=O)[O-])c2cccnc12 (stereo not given)	-17	-8	8	30	21
18	CCCn1c(C(=O)c2ccccc2OC)nc2ccccc21	-4	-12	3	11	-3
19	COC(=O)C1=C(c2ccccc2OCc2ccccc2)C[C@@H]2CC[C@H]1N2C(=O)NCCOc1ccccc1Cl	15	-4	16	8	-7
20	OC(CNCc1ccccc1)c1ccc(Cl)cc1 (stereo not given)	2	-10	-4	-12	4
21	CCOC(=O)C(c1c(O)c2ccccc2oc1=O)c1c(O)c2ccccc2oc1=O	4	-7	-2	7	-1
22	Cc1ccc(C(=O)Nc2ccc(Cl)cc2C(=O)c2ccccc2)cc1	-8	2	25	3	0
23	CC(=O)O[C@@H]1/C=C/[C@](C)(O)C[C@@H](C)C/C=C/[C@H]2[C@H](O)[C@@](C)(O)[C@@H](C)[C@H]3[C@H](Cc4ccccc4)NC(=O)[C@@]312	5	-12	-2	13	-3
24	CC(=O)NC(=O)NC(C)Cc1ccccc1 (stereo not given)	-3	-1	-18	-17	-2

cpd	Rin1-Abl PPI inh	Neddyl block	CendR NRP1 mod	bovine MsrA act
17	-16	i	-13	-2
18	-4	i	-5	-2
19	1	i	6	1
20	2	i	-4	0
21	-3	i	-12	-3
22	-1	i	-8	-3
23	0	i	-10	-1
24	7	i	-14	-14

Later entries.
cpd	molecule	PABP1 MLLE inh	eLon inh	FAS-TE inh	SKN-1 block	MT1-MMP act inh
25	COc1cccc(-n2c(O)c(C=NCCN3CCNCC3)c(=O)[nH]c2=S)c1	4	-8	-2	-1	4
26	C=CCC1(Cc2ccsc2)C(=O)NC(=O)NC1=O	-1	1	-6	14	1
27	COc1ccc2c(c1)[C@]13CCCCC1C(C2)N(C)CC3 (stereo not given in full)	4	-7	-8	4	-13
28	C[N+]12CCC(CC1)C(C(O)(c1ccccc1)c1cccs1)C2 (stereo not given)	-109	-9	-10	10	-8
29	Cc1cc(C(=O)CN2CCCC2)c(C)n1-c1ccc(F)cc1	5	-2	-6	-4	-2
30	O=P1(Nc2ccc(F)cc2)COc2ccccc2OC1	7	0	-6	-16	2
31	O=C(NCC1=C(c2cccc3ccccc23)C[C@@H]2CC[C@H]1N2Cc1ccco1)c1ccc([N+](=O)[O-])cc1	4	-4	30	9	0
32	CCN1CCC(O)(c2ccccc2)C(C(=O)c2ccccc2)C1 (stereo not given)	22	-6	-5	-3	-3

cpd	Rin1-Abl PPI inh	Neddyl block	CendR NRP1 mod	bovine MsrA act
25	2	i	2	-2
26	3	i	4	4
27	3	i	-10	-3
28	0	i	-17	-4
29	-4	i	-12	-1
30	-2	i	4	-8
31	0	i	0	-1
32	1	i	2	-3

(further entries)
cpd	molecule	PABP1 MLLE inh	eLon inh	FAS-TE inh	SKN-1 block	MT1-MMP act inh
33	CN1C(=O)C(c2ccc([N+](=O)[O-])cc2[N+](=O)[O-])C(=O)N(C)C1=O	-1	-11	-6	-13	4
34	N#CC(C#N)=Cc1ccc(O)c(O)c1	-19	-9	10	-23	0
35	O=C(O)c1cccc(N=Nc2c(O)[nH]c(=O)[nH]c2=O)c1	10	-7	-6	-3	-2
36	CCCCN1C(=O)NC(=O)C2(Cc3c(nc4c(C)cccn4c3=O)N3CCc4ccccc4C32)C1=O (stereo not given)	-7	-6	13	0	-9
37	Cc1ccc(S(=O)(=O)N2CCCCC2)cc1NC(=O)CN1CC=C(c2ccccc2)CC1	-38	-2	12	-7	-9
38	CCn1c(O)c(C=Nc2ccc(N3CCOCC3)cc2)c(=O)n(CC)c1=S	-115	-32	-146	86	-30
39	COc1ccc(C2N(c3cc(C)on3)C(=O)C3CCCN32)cc1 (stereo not given)	12	-5	-8	-5	-5
40	CC(C)(C)n1nnnc1C(CCc1ccccc1)N1CCC(n2c(=O)[nH]c3ccccc32)CC1 (stereo not given)	10	2	28	6	11

cpd	Rin1-Abl PPI inh	Neddyl block	CendR NRP1 mod	bovine MsrA act
33	1	i	-8	-3
34	-6	i	-29	-10
35	-1	i	7	-6
36	3	i	5	-2
37	3	i	-9	-4
38	5	i	125	0
39	0	i	1	0
40	17*	i	13	-10

Next results follow.
cpd	molecule	PABP1 MLLE inh	eLon inh	FAS-TE inh	SKN-1 block	MT1-MMP act inh
41	O=C1NC(=O)N(Cc2ccco2)C(=O)/C1=C\c1cccn1CCOc1ccccc1	4	-24	-6	-39	-4
42	Cc1ccc(-n2c(O)c(C=NC3CCCCC3N)c(=O)[nH]c2=O)cc1C (stereo not given)	8	2	0	-6	-2
43	Fc1ccc(NC2=NCCS2)cc1Cl	-4	-3	-8	2	6
44	CCOP(=O)(OCC)C(NC(=O)c1ccc(C)cc1)C(Cl)(Cl)Cl (stereo not given)	5	0	-8	0	1
45	CC1[C@H]2Cc3ccc(O)cc3[C@]1(C)CCN2CCc1ccccc1 (stereo not given in full)	-10	-12	5	-22	-1
46	CC1(C)CC(n2[nH]c(=O)c3c2NC(=O)CSC3c2ccccc2)CCO1 (stereo not given)	17	4	-10	28	7
47	CCOC(=O)C(NC(=O)CC)(Nc1ccc(C(O)(C(=O)OCC)C(F)(F)F)cc1C)C(F)(F)F (stereo not given)	-6	2	0	19	2
48	CCC(=O)OC1(c2cccc(C)c2)CC(C)N(C)CC1C (stereo not given)	0	-3	-4	-9	0
49	CC(=O)OC1CC[C@]2(C#N)[C@H]3CC[C@]4(C)[C@H](C5C=CC(=O)O5)CCC4(O)C3CCC2(O)C1 (stereo not given in full)	-11	-8	-8	13	5

cpd	Rin1-Abl PPI inh	Neddyl block	CendR NRP1 mod	bovine MsrA act
41	2	i	-12	3
42	-2	i	10	-1
43	-2	i	-8	-6
44	4	i	-2	-3
45	0	i	2	3
46	-3	i	-6	-3
47	-1	i	3	-1
48	0	i	-4	-1
49	2	i	22*	-3

Molecules from the list above with a halogen (10):
cpd	molecule	PABP1 MLLE inh	eLon inh	FAS-TE inh	SKN-1 block	MT1-MMP act inh
6	Cc1nc2cc(-c3ccc(Cl)cc3)nn2c(C)c1CCC(=O)N1CCC2(CC1)OCCO2	-8	-4	3	7	5
8	CN1CCN(c2ccc(N)cc2Cl)CC1	-30	-8	-6	-3	-2
19	COC(=O)C1=C(c2ccccc2OCc2ccccc2)C[C@@H]2CC[C@H]1N2C(=O)NCCOc1ccccc1Cl	15	-4	16	8	-7
20	OC(CNCc1ccccc1)c1ccc(Cl)cc1 (stereo not given)	2	-10	-4	-12	4
22	Cc1ccc(C(=O)Nc2ccc(Cl)cc2C(=O)c2ccccc2)cc1	-8	2	25	3	0
29	Cc1cc(C(=O)CN2CCCC2)c(C)n1-c1ccc(F)cc1	5	-2	-6	-4	-2
30	O=P1(Nc2ccc(F)cc2)COc2ccccc2OC1	7	0	-6	-16	2
43	Fc1ccc(NC2=NCCS2)cc1Cl	-4	-3	-8	2	6
44	CCOP(=O)(OCC)C(NC(=O)c1ccc(C)cc1)C(Cl)(Cl)Cl (stereo not given)	5	0	-8	0	1
47	CCOC(=O)C(NC(=O)CC)(Nc1ccc(C(O)(C(=O)OCC)C(F)(F)F)cc1C)C(F)(F)F (stereo not given)	-6	2	0	19	2

cpd	Rin1-Abl PPI inh	Neddyl block	CendR NRP1 mod	bovine MsrA act
6	-6	x	1	-1
8	4	i	-33	-8
19	1	i	6	1
20	2	i	-4	0
22	-1	i	-8	-3
29	-4	i	-12	-1
30	-2	i	4	-8
43	-2	i	-8	-6
44	4	i	-2	-3
47	-1	i	3	-1
